# Ins promoter up – MIN6 insulin promoter up-regulation | MIN6 insulin promoter-GFP reporter, high-content imaging; hits give high values | z-score at 5 µM | hit rate 0.3% among 190,000 | AID 1625;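 active = z-score above 3 at 5 µM with at least 500 cells counted in the well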
# Yfh1-depleted yeast – enhancers of respiration in Yfh1-depleted yeast, dose response, Friedreich's ataxia, plus single-dose screen (AID 1465) | fold induction at 50 µM; hits with a dose series show EC50 in µM | hit rate 0.074% among 220,000 | S. cerevisiae Yfh1-off respiration, WST-1 reduction, 72 h; higher fold induction means a stronger effect;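 active = fold induction of absorbance versus untreated yeast above a set limit, then at least 30% activation at any dose in follow-up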;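 also: activators that raise dye reduction in frataxin-depleted yeast; strong numbers were not always called active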
# Autophagy HCS – modulators of autophagy | AID 463193 | calls only at 10 µM (by protocol) | hit rate 0.98% among 190,000 | MEF GFP-LC3 puncta imaging; test concentration mostly 10 µM;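 active = percentage of spot-positive cells more than 3 SD above its plate mean, without a fluorescence outlier flag or 80% toxicity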;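 also: spot-positive cell cutoff set from DMSO-treated cells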
# NOD2 inhibition – NOD2 signaling inhibitors, cell-based, luminescence, uHTS, HEK293 (AID 1566). one-dose inhibition, % at 4 µM; EC50 in µM for titrated hits. hit rate 0.63% among 290,000. HEK293 NOD2/NF-kB luciferase reporter, luminescence; higher % means a stronger effect; in the data active = inhibition above about 50%; also: many of its hits are not listed in these tables
# Hep lipid drop – hepatic lipid droplet formation modulation; AML12 mouse hepatocytes, oleate lipid droplets, BODIPY imaging; inhibition, % at 6.5 µM; hit rate 0.4% among 240,000; AID 1656;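 active = lipid droplet intensity inhibited by at least 50%, with more than 500 cells counted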
#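 Assay system: AML12 hepatocytes (mouse); Probe or stimulus: oleic acid at 100 µM to induce lipid droplet formation; Dosing: compound at 6.5 µM only; Schedule: compound with oleate, overnight; Detection: fluorescence imaging, 20x objective, two fields per well; Measure: % inhibition of lipid droplet signal.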
# MT stabilize HCS – microtubule stabilizers in HeLa cells | HeLa tubulin immunostaining HCS, 24 h; share of cells brighter than vehicle mean+2SD | hit rate 0.83% among 200,000 | AID 2205 | % tubulin-high responders, % at 10 µM;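 active = plate Z-score above 3 for both tubulin-high and condensed-nucleus cell shares, with cell loss under 80%, at 10 µM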;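 also: anti alpha tubulin signal scored within the nucleus-defined area of each cell; some results filed as inactive read as strong as hits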
# Dynein cargo inh – blocks dynein driven cargo transport along microtubules. 3617.4 mouse cells, GR-EGFP nuclear translocation imaging; test concentration mostly 20 µM; stimulated with dexamethasone, 1 µM; hits give low values. z-score, hits read low. hit rate 0.47% among 220,000;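 active = plate z-score of nuclear minus cytoplasmic receptor signal below a set negative limit, without overly bright fluorescence or cell loss, cut at about -3.5 in these data, passing the limit was not always enough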;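 also: z-score of nuclear minus cytoplasmic ring GR-EGFP intensity difference per well; some compounds called inactive have numbers as strong as hits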
#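 Buffer or medium: tetracycline-free induction medium containing charcoal-stripped FBS / Reagent: dexamethasone agonist, 1.0 µM final, for 30 min / Technique: automated 10x imaging of fixed Hoechst-stained cells / Times: induction 48 h, compound 1 h, agonist 30 min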
# bCat nuc transl – modulators of beta-catenin nuclear translocation; HeLa beta-catenin nuclear translocation, immunofluorescence imaging; nuclear translocation activity, % at 5 µM; hit rate 0.3% among 190,000;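 active = nuclear translocation activity above 50% at 5 µM, with a well cell count of 50 or more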;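 also: per-cell ratio of nuclear to cytoplasmic median beta-catenin stain intensity; plate controls were DMSO negative control for no effect and GSK-3 inhibitor IX positive control for full effect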
#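 Test system: human HeLa cell line; Doses: 5 µM primary, 0.02–20 µM confirmation; Incubation: 24 h compound exposure, 37°C; Detection: beta-catenin immunofluorescence imaging with DAPI; Read-out: beta-catenin nuclear/cytoplasmic ratio, % activation.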
# WT yeast gro inh – growth inhibition of WT yeast, mitochondrial fusion screen. mitochondrial fusion phenotypic screen, WT strain. inhibition, % at 10 µM. hit rate 2.1% among 190,000; in the data active = inhibition above about 58%; tested in S. cerevisiae
# WT yeast gro inh mutant strain – also measured in WT yeast gro inh; calls as there; inhibition, %; mitochondrial fusion phenotypic screen, mutant strain inhibition
# Dynein cargo inh cytoplasmic EGFP – also measured in Dynein cargo inh; calls as there; z-score; measured here: cytoplasmic GR-EGFP intensity; hits give high values
# Dynein cargo inh nuclear GR-EGFP – recorded beside Dynein cargo inh, whose call it bears; z-score; measured here: nuclear GR-EGFP intensity;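 lower value marks the stronger effect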
# Dynein cargo inh cell count – further read-out of Dynein cargo inh, marked with its call; z-score; measured here: cell count per field
# Ins promoter up cell count – recorded beside Ins promoter up, whose call it bears; cell count; measured here: cytotoxicity, nuclei count;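 total cells summed across four imaged fields per well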
# Hep lipid drop cells 6.5 µM – recorded beside Hep lipid drop, whose call it bears; cell count; measured here: cell count, cytotoxicity flag;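 cells counted across two imaged fields per well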
# bCat nuc transl cell count 5 µM – recorded beside bCat nuc transl, whose call it bears; cell count; measured here: cell count, cytotoxicity flag
# MT stabilize HCS Hoechst-high % – further read-out of MT stabilize HCS, marked with its call; % Hoechst-high responders; measured here: nuclear condensation Hoechst responders;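 share of cells brighter than vehicle mean plus two SD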
# MT stabilize HCS cytotoxicity % – recorded beside MT stabilize HCS, whose call it bears; toxicity, %; measured here: cytotoxicity by cell density;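 0% = mean cell density of plate MIN control wells and 100% = no cells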
# Autophagy HCS cell loss 18 h – further read-out of Autophagy HCS, marked with its call; toxicity, %; measured here: cell loss, nuclei count;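 cell loss after 18 h compound exposure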
# An asterisk follows results filed as active; i = inactive; nt = no result given; & = joins results of further samples. This is a subset, so the mix of outcomes need not match the whole.
item	Compound	bCat nuc transl	Ins promoter up cell count	Autophagy HCS	MT stabilize HCS Hoechst-high %	WT yeast gro inh mutant strain	Dynein cargo inh nuclear GR-EGFP	WT yeast gro inh	Ins promoter up	MT stabilize HCS	bCat nuc transl cell count 5 µM
1	CN1CCN(c2c(F)cc3c(=O)c(C(=O)O)cn4c3c2SCC4)CC1	0.5&-2.2	1124&1328	i	1.3	1&17	0.81	-9&12	0.33&0.44	3.2	1146&1123
2	COc1cc2c(c(OC)c1OC)-c1c(cc(OC)c(OC)c1OC)C[C@H](C)[C@H](C)C2	2.9	nt	nt	nt	nt	1.6	nt	nt	nt	1057
3	Cc1ccsc1/C=C/C1=NCCCN1C	-1.1	nt	i	3.7	-2	-0.24	11	nt	3.1	592
4	CN(C)CCOC(=O)C(c1ccccc1)C1(O)CCCC1 (stereo not given)	nt	nt	i	2.2	-10	0.34	2	nt	2.0	nt
5	CCC12CCCN3CCc4c(n(c5ccccc45)C(O)(C(=O)OC)C1)C32 (stereo not given)	0.1	1049	nt	nt	nt	-0.062	nt	0.66	nt	1355
6	O=C(O)CCCCCCCC(=O)O	nt	nt	i	2.2	-5	0.61	-5	nt	3.0	nt
7	O=C(c1ccccc1)c1ccc2n1CCC2C(=O)O (stereo not given)	-0.9	nt	i	3.2	-6	-0.095	0	nt	4.7	616
8	CN1CCC(=C2c3ccccc3CC(=O)c3sccc32)CC1	-3.7&-0.9	1369	i	4.0	-5&7	-0.18	-6&1	-0.27	3.0	354&1145

item	Dynein cargo inh	Hep lipid drop	Hep lipid drop cells 6.5 µM	Autophagy HCS cell loss 18 h	Dynein cargo inh cytoplasmic EGFP	Dynein cargo inh cell count	MT stabilize HCS cytotoxicity %	Yfh1-depleted yeast	NOD2 inhibition
1	0.47	3&-10	682&744	-4	-0.21	0.69	4.4	i	11%&-8%
2	1.9	20	705	nt	-0.47	-2.2	nt	i	-26%
3	-0.9	1	691	12	0.019	0.99	8.7	i	5%
4	-0.29	-10	702	-49	-0.29	0.77	7.5	i	7%
5	0.15	2	774	nt	-0.25	-0.18	nt	i	0%
6	0.27	20	691	-19	-0.018	0.26	9.1	i	-10%
7	-0.55	0	725	11	-0.25	0.57	5.2	i	9%
8	-0.71	15&-2	691&715	18	-0.25	1.1	10	i	9%&15%

# Additional compounds follow:
item	Compound	bCat nuc transl	Ins promoter up cell count	Autophagy HCS	MT stabilize HCS Hoechst-high %	WT yeast gro inh mutant strain	Dynein cargo inh nuclear GR-EGFP	WT yeast gro inh	Ins promoter up	MT stabilize HCS	bCat nuc transl cell count 5 µM
9	CC1(C)Oc2ccc(C#N)cc2[C@@H](N2CCCC2=O)[C@@H]1O	0.4	nt	i	3.8	-12	-0.011	-5	nt	3.8	595
10	O=C1CCc2cc(OCCCCc3nnnn3C3CCCCC3)ccc2N1	-6.9&-2.3	1450	i	1.8	-12&2&9	-0.22	9&-1&-10	-0.54	4.1	399&1116
11	CC(=O)O[C@@]12CO[C@@H]1C[C@H](O)[C@@]1(C)C(=O)[C@H](O)C3=C(C)[C@@H](OC(=O)[C@H](O)[C@@H](NC(=O)OC(C)(C)C)c4ccccc4)C[C@](O)([C@@H](OC(=O)c4ccccc4)[C@H]21)C3(C)C	77*	854	nt	nt	-2	nt	-2	-0.38	nt	251*
12	CN(CCOc1ccc(NS(C)(=O)=O)cc1)CCc1ccc(NS(C)(=O)=O)cc1	-1.6	1436	nt	nt	-8	nt	-8	-0.08	nt	1123
13	O=C(NCCN1CCOCC1)c1ccc(Cl)cc1	4.7	1275	i	3.4	20	0.16	15	0.82	4.8	667
14	C[C@]12CC[C@H]3C(=CCc4cc(O)ccc43)[C@@H]1CCC2=O	-2.8	nt	i	3.9	3	0.39	-2	nt	3.0	538
15	CCN(CC)CCOC(=O)C(c1ccccc1)c1ccccc1	nt	nt	i	2.6	-6	1	13	nt	2.5	nt
16	COc1ccc(S(=O)(=O)Nc2nnc(CC(C)C)s2)cc1	-6.1	958	i	1.9	0	-0.16	0	0.46	1.2	1160
17	CCCc1cc(C(N)=S)ccn1	-3.0	1241	i	2.0	-11	0.3	-13	0.94	3.9	1196

item	Dynein cargo inh	Hep lipid drop	Hep lipid drop cells 6.5 µM	Autophagy HCS cell loss 18 h	Dynein cargo inh cytoplasmic EGFP	Dynein cargo inh cell count	MT stabilize HCS cytotoxicity %	Yfh1-depleted yeast	NOD2 inhibition
9	-0.38	13	708	-40	-0.3	0.96	4.7	i	1%
10	-0.8	14&-7	744&706	15	-0.26	1.2	3.4	i	6%&10%
11	nt	-53	354	nt	nt	nt	nt	i	-67%
12	nt	29	697	nt	nt	nt	nt	i	3%
13	0.044	nt	nt	-19	0.22	-0.41	9.4	i	11%
14	0.4	nt	nt	5	-0.28	0.59	3.5	i	-25%
15	1.3	-3	715	18	-0.27	0.16	9.2	i	11%
16	-0.11	4	798	0	-0.17	0.69	8.1	i	-4%
17	0.43	nt	nt	-8	-0.25	0.14	7.1	i	10%

# Structural class: the compounds so far with sulfur (six)
item	Compound	bCat nuc transl	Ins promoter up cell count	Autophagy HCS	MT stabilize HCS Hoechst-high %	WT yeast gro inh mutant strain	Dynein cargo inh nuclear GR-EGFP	WT yeast gro inh	Ins promoter up	MT stabilize HCS	bCat nuc transl cell count 5 µM
1	CN1CCN(c2c(F)cc3c(=O)c(C(=O)O)cn4c3c2SCC4)CC1	0.5&-2.2	1124&1328	i	1.3	1&17	0.81	-9&12	0.33&0.44	3.2	1146&1123
3	Cc1ccsc1/C=C/C1=NCCCN1C	-1.1	nt	i	3.7	-2	-0.24	11	nt	3.1	592
8	CN1CCC(=C2c3ccccc3CC(=O)c3sccc32)CC1	-3.7&-0.9	1369	i	4.0	-5&7	-0.18	-6&1	-0.27	3.0	354&1145
12	CN(CCOc1ccc(NS(C)(=O)=O)cc1)CCc1ccc(NS(C)(=O)=O)cc1	-1.6	1436	nt	nt	-8	nt	-8	-0.08	nt	1123
16	COc1ccc(S(=O)(=O)Nc2nnc(CC(C)C)s2)cc1	-6.1	958	i	1.9	0	-0.16	0	0.46	1.2	1160
17	CCCc1cc(C(N)=S)ccn1	-3.0	1241	i	2.0	-11	0.3	-13	0.94	3.9	1196

item	Dynein cargo inh	Hep lipid drop	Hep lipid drop cells 6.5 µM	Autophagy HCS cell loss 18 h	Dynein cargo inh cytoplasmic EGFP	Dynein cargo inh cell count	MT stabilize HCS cytotoxicity %	Yfh1-depleted yeast	NOD2 inhibition
1	0.47	3&-10	682&744	-4	-0.21	0.69	4.4	i	11%&-8%
3	-0.9	1	691	12	0.019	0.99	8.7	i	5%
8	-0.71	15&-2	691&715	18	-0.25	1.1	10	i	9%&15%
12	nt	29	697	nt	nt	nt	nt	i	3%
16	-0.11	4	798	0	-0.17	0.69	8.1	i	-4%
17	0.43	nt	nt	-8	-0.25	0.14	7.1	i	10%

# From PubChem BioAssay
